p53 reactivator = qHTS assay for re-activators of p53 using a Luc reporter; H1299 p53-A138V BP100-luciferase reporter, luminescence, 24 h; Potency, µM (top dose mostly 92.2 µM), without a hit: at the highest dose activity change, positive = activation, hits mostly activators; 320,000 tested, 0.063% active; AID 504706, 2011; also: % of control where 0% means no effect; nearly all actives have a fitted effect of over 45% in size
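p53-null H1299 cells stably carrying temperature-sensitive p53-A138V and a BP100-luciferase reporter were pinned with compounds (4-point, 1:5 series) and held 24 hrs at 37 deg C. Luminescence was read 10 min after detection reagent.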
RORg inh = qHTS for inhibitors of ROR gamma transcriptional activity; 310,000 tested, 5.4% active; Drosophila S2 Gal4-RORgamma UAS-luciferase reporter, 20 h; Nuclear receptor ROR-gamma (Mus musculus), P51450; Potency, µM (top dose mostly 53.6 µM), for the others: at the highest dose activity change, negative = inhibition, usual class: inhibitors; also: % is scaled to controls: 0 for no effect and ±100 for the full control effect; nearly all actives have a fitted effect of over 60% in size
Target sequence (P51450 whole entry, looked up, the tested form may be a part): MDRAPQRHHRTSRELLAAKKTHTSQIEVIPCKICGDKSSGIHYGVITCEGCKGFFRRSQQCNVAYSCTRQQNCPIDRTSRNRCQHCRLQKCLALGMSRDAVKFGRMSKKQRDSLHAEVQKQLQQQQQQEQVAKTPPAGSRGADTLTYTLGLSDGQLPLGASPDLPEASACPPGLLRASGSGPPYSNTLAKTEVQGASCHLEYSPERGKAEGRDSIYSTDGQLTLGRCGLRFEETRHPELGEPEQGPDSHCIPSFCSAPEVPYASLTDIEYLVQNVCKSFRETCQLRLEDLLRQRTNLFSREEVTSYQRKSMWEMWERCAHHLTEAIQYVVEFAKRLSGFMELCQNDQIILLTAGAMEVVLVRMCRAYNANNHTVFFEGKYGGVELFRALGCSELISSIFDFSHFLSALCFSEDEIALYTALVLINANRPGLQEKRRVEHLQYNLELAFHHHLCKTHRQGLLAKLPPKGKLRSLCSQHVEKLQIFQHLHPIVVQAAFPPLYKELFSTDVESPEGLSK
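Using a luciferase readout, inhibitors were identified by reduced reporter activity in Drosophila cells coexpressing a copper-inducible Gal4–ROR gamma fusion and UAS-driven Photinus luciferase, incubated 20 hr after 700 uM copper sulfate.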
MBNL1-CUG inh = qHTS Assay for Inhibitors of MBNL1-poly(CUG) RNA binding; 280,000 tested, 0.036% active; Potency, µM (doses to about 57.5 µM), for the others: at the highest dose activity change, negative = inhibition, actives largely listed as inhibitors; AID 2675, 2010; TR-FRET MBNL1-His/biotin-(CUG)12 binding, 665/545 ratio; Muscleblind-like protein 1 (Homo sapiens), Q9NR56; active = well fitted inhibition curve with a large enough effect in the signal ratio, with a control signal flat, not every such curve was filed as active; inconclusive = small, poorly fitted or top-dose-only effect, or effect the other way, or a change in a side signal; inactive = no such curve, though single readings can be large or run the other way; the % refers to the signal ratio; also: % is scaled to controls: 0 for no effect and ±100 for the full control effect
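TR-FRET between His-tagged MBNL1 and biotin-(CUG)12 RNA, detected with Tb anti-His antibody (0.055 ng/ul) and streptavidin-XL665 (5 nM), 60 min at room temperature. Compounds titrated 92 nM to 58 uM; 665/545 nm ratio normalized to buffer and complex controls.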
FLuc modulator = qHTS profiling assay for firefly luciferase inhibitor/activator using purifed enzyme and Km concentrations of substrates (counterscreen for miR-21 project); Luciferin 4-monooxygenase (Photinus pyralis), P08659; purified FLuc, Km substrates, luminescence inhibition; Potency, µM (titrated, usually from 57.5 µM), without a hit: at the top dose activity change, negative = inhibition, actives largely listed as inhibitors; 360,000 tested, 6.9% active; AID 588342, 2011;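 also: plate controls were vehicle for no effect and reference inhibitor for full effect; nearly all actives have a fitted effect of over 55% in size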
Target sequence (P08659 whole entry, looked up): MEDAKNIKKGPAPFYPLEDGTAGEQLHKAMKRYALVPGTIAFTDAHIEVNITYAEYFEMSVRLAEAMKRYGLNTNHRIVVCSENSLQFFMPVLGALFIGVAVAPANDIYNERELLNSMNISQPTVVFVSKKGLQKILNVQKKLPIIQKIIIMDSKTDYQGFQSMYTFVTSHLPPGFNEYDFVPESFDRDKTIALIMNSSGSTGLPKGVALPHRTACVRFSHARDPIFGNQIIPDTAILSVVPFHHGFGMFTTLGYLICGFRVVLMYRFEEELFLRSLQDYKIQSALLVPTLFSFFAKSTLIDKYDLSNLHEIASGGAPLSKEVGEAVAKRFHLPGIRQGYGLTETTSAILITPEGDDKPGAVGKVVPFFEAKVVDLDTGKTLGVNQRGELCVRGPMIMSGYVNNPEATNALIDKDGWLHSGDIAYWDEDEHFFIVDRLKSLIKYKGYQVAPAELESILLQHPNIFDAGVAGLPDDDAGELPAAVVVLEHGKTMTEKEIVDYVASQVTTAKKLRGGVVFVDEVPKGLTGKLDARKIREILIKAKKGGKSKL
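Biochemical qHTS of compounds, final roughly 60 µM downward over six points, against 10 nM purified firefly luciferase using Km concentrations of substrates (10 uM D-luciferin, 10 uM ATP) in Tris acetate pH 7.5 buffer; luminescence output.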
NPC1 prom act = qHTS Assay for NPC1 Promoter Activators | Huh7 NPC1 promoter luciferase reporter, 24 h | Potency, µM (titrated, usually from 9.22 µM), for the others: top-dose activation, usual class: activators | 320,000 tested, 2.4% active;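 also: % of control where 0% means no effect; nearly all actives have a fitted effect of over 60% in size; reporter is driven by a mutant NPC1 promoter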
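NPC1 promoter–luciferase Huh7 cells; 24 h compound; luminescence.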
uPA surface inh = qHTS for Inhibitors of Cell Surface uPA Generation | cell surface uPA generation assay, qHTS | Potency, µM (titrated, usually from 38.3 µM), for inactives: top-dose activity change, negative = inhibition, usual class: inhibitors | 330,000 tested, 0.31% active; active = well fitted inhibition curve with a large enough effect; inconclusive = small, poorly fitted or top-dose-only effect; inactive = no such curve, though single readings can be large or run the other way; tested in mouse RAW 264.7 cells; also: % is scaled to controls: 0 for no effect and ±100 for the full control effect; nearly all actives have a fitted effect of over 55% in size
Gal4-VP16 FLuc = VP16 counterscreen qHTS for inhibitors of ROR gamma transcriptional activity; 310,000 tested, 3.5% active; Potency, µM (titrated, usually from 53.6 µM), for inactives: at the top dose activity, negative = inhibition, most hits filed as inhibitors; Drosophila S2 Gal4-VP16 UAS-luciferase, luminescence, 20 h;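 also: Gal4-VP16 expression switched on by copper sulfate through the metallothionein promoter; % is scaled to controls: 0 for no effect and ±100 for the full control effect; nearly all actives have a fitted effect of over 50% in size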
Rab9 promoter act = qHTS Assay for Rab9 Promoter Activators. Potency, µM (titrated, usually from 9.22 µM), without a hit: at the highest dose activation, negative = inhibition, hits mostly activators. AID 485297, 2010. 320,000 tested, 2.8% active. Huh7 Rab9 promoter-luciferase reporter, luminescence, 24 h; also: % of control where 0% means no effect; nearly all actives have a fitted effect of over 60% in size
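Luminescence read-out: Huh7 cells stably expressing Rab9-luciferase, treated 24 h with compound at 37 °C, then lysed with luciferase reagent for 10 min at ambient before reading.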
ELG1 genotoxic = qHTS screen for small molecules that induce genotoxicity in human embryonic kidney (HEK293T) cells expressing luciferase-tagged ELG1. HEK293T ELG1-luciferase reporter, luminescence, 16 h. Potency, µM (doses to about 46 µM), inactives show at the top dose activity change, positive = activation, actives largely listed as activators. 330,000 tested, 1.3% active. AID 504466, 2011; also: % of control where 0% means no effect; nearly all actives have a fitted effect of over 60% in size
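Genotoxicity was scored as increased ELG1-luciferase reporter signal, measured by ONE-Glo luminescence (30 min, room temperature). Compound or vehicle exposure of the HEK293T reporter cells lasted 16 hr at 37°C.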
BRCA1 expr act = qHTS Assay to Identify Small Molecule Activators of BRCA1 Expression; MCF7-BRCA1-FFLuc reporter, luminescence, 48 h; response scale: scaled: vehicle 0%, 10 µM genistein 100%; Potency, µM (titrated, usually from 46.1 µM), without a hit: at the highest dose activation, usual class: activators; 380,000 tested, 1.1% active; also: nearly all actives have a fitted effect of over 80% in size; some results filed as inactive show a strong effect at the top dose
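Reporter cells (MCF7, BRCA1 promoter-firefly luciferase) received library compounds across a concentration series for 48 h. End-point luminescence was measured and concentration-effect curves derived after normalization.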
Starred values were filed as active, the others as inactive; ? = inconclusive; . = no result given; [ ] = dose if it differs, or a comment. Unless noted, calls follow the shape of the dose curve; as a rule, active = well fitted curve in the direction sought with a large enough effect; inconclusive = small, poorly fitted or top-dose-only effect, or another doubt; inactive = no such curve, though single readings can be large; an effect the other way counts as inactive or inconclusive. Potency is read from the fitted curve at half-maximal effect.

SMILES	p53 reactivator	RORg inh	MBNL1-CUG inh	FLuc modulator	NPC1 prom act	uPA surface inh	Gal4-VP16 FLuc	Rab9 promoter act	ELG1 genotoxic	BRCA1 expr act
O=C(CCNC(=O)c1ccc(Cl)cc1)NCc1cccc(C(F)(F)F)c1	2%	.	.	0%	4%	-1%	.	-6%	1%	-13%
COc1ccc(S(=O)(=O)Cc2ccc(C(=O)NCc3ccc(F)cc3)o2)cc1	-3%	33%	-8%	0%	-5%	.	2%	-4%	-6%	.
CC(Nc1nc(-c2ccccc2F)nc2ccccc12)c1ccccc1 (stereo not given)	-7%	26%	-1%	4%	0%	5%	5%	-1%	-7%	-67%
CNC(=O)c1cc(C(=O)c2ccc(F)cc2C(F)(F)F)c[nH]1	1%	5%	-3%	0%	1%	-28%	4%	-14%	-4%	0%
COc1ccc(NC(=O)CSCC(=O)N(C)Cc2cccc(OC)c2OC)cc1	-6%	.	.	11%	1%	23%	.	-5%	1%	-4%
COc1ccc(NC(=O)C(CC(=O)O)Cc2ccc(Br)cc2)cc1 (stereo not given)	7%	-11%	-3%	-2%	-1%	0%	-4%	8%	-2%	-11%
Cc1ccc(C(=O)NCCc2nnc3ccc(SCC(=O)Nc4cc(C)on4)nn23)cc1	1%	-1%	-1%	-2%	-3%	-2%	-4%	10%	0%	-13%
COc1cccc(CSc2nc3ccccc3cc2C=O)c1	?	?	-3%	-7%	-13%	-8%	?	-4%	-4%	-66%
COc1cccc(CN2CCN(c3ncccn3)CC2)c1OC	.	-27%	-9%	2%	-1%	2%	-5%	0%	4%	0%
CSc1cccc(NC(=O)c2cnn3ccccc23)c1	24%	?	.	4.3µM*	2.5µM*	-2%	?	2µM*	?	?
CCN(CC(=O)NCc1cccs1)C(=O)c1ccc(Cl)c(Cl)c1	-3%	.	.	.	.	-5%	.	.	-3%	0%
COc1ccc(-n2c(C)cc(/C=C3\SC(=S)NC3=O)c2C)cc1	9%	-3%	-4%	5.4µM*	?	4%	-10%	?	4%	?
Cc1ccn2c(C(=O)N/N=C/c3ccc(Cl)cc3)c(C)nc2c1	-2%	-21%	2%	-4%	-2%	10%	4%	-4%	4%	17%
CC[C@]12c3[nH]c4cc(-c5ccco5)ccc4c3CCN1C(=O)[C@@H](CC(=O)NCCCOC)C[C@@H]2C(=O)N1CCN(C(=O)C2CC2)CC1	1%	.	.	.	.	6%	.	.	3%	2%
CCN(CC)S(=O)(=O)c1cccc(C(=O)N/N=C/c2ccc(OC)c(O)c2)c1	1%	11%	?	?	1%	-2%	0%	-3%	0%	-6%
CCC(=O)N1CCN(c2ccc(Cl)cc2NC(=O)c2ccc3c(c2)OCCO3)CC1	.	14%	12%	0%	.	3%	6%	.	.	-36%
N/C(Cc1ccc([N+](=O)[O-])cc1)=N\OC(=O)c1ccco1	10%	4%	?	-3%	-1%	?	-8%	-3%	0%	59%
Brc1cc2c(cc1/C=N/Nc1nc3ccccc3s1)OCO2	13%	4.5µM*	-7%	-19%	?	4%	?	?	18µM*	2%
Cc1ccc[n+](CC(=O)N2CCCc3ccccc32)c1	0%	13%	-9%	6%	0%	-1%	7%	-4%	-1%	-14%
COc1ccc(CCNS(=O)(=O)c2cc3c(cc2C)NC(=O)CO3)cc1OC	.	-19%	-11%	5%	1%	2%	3%	3%	1%	-5%
CCCc1cc(=O)[nH]c(NCCc2ccccc2)n1	26%	11%	-7%	-1%	4%	0%	2%	12%	9%	-5%
CCOC(=O)c1cnc2c(-c3ccccc3)cnn2c1C	6%	-40%	7%	1.9µM*	2.5µM*	-3%	?	1.6µM*	8.2µM*	?
CC(=O)c1c(C)[nH]c(C(=O)OCc2cc(-c3ccco3)on2)c1C	3%	.	.	.	.	1%	.	.	0%	-13%
O=C(c1ccc(-c2ccccc2)c(F)c1)C1CCCN(C(=O)c2cncs2)C1 (stereo not given)	-3%	?	-5%	-5%	1%	1%	?	-2%	-5%	-33%
CS(=O)(=O)N1CCC(C(=O)NCCc2ccccc2)CC1	-1%	0%	-8%	-1%	-5%	-5%	7%	3%	2%	18%
C=C(C)C(=O)OCCCCCCOc1ccc(C(=O)O)cc1	6%	?	?	-1%	-1%	4%	-2%	-2%	0%	9%
Cc1sc2ncn(CCn3cnc4sc(C)c(C)c4c3=O)c(=O)c2c1C	-3%	19%	55%[activator]	1%	-1%	10%	2%	-7%	0%	-22%
CC1CCc2sc(C(=O)NCc3ccc(F)cc3)cc2C1 (stereo not given)	11%	5%	5%	?	0%	-1%	5%	18%	6%	41%
CCN1CCN(CCCN(Cc2ccco2)C(=S)Nc2ccc(Cl)cc2)CC1	-1%	-18%	-8%	0%	-5%	-10%	-7%	-2%	-5%	-20%
COc1ccc(C(C(=O)NC(C)(C)C)N(CC2CCCO2)C(=O)CCC(=O)Nc2cc(C)on2)cc1 (stereo not given)	-4%	40%	0%	0%	12%	6%	-3%	-2%	1%	-7%
CCCCP(=O)(CCCC)c1ccccc1C(=O)O	-2%	29%	-12%	-2%	8%	-2%	-4%	-2%	0%	1%
O=C(O)CC(C(=O)NCc1ccccc1)C1CCCO1 (stereo not given)	6%	-18%	-5%	1%	-1%	5%	1%	3%	1%	-25%
O=C(NNc1ccc(F)cc1F)C1CCC1	.	5%	-4%	-1%	-8%	-1%	1%	-3%	.	-3%
Cc1ccc(CS(=O)(=O)Cc2ccc(C(=O)NCCCN3CC(C)CC(C)C3)o2)cc1 (stereo not given)	0%	-6%	-11%	2%	-2%	1%	2%	-4%	-2%[9.26 µM]	3%
COCCn1c(SCC(=O)N2CCCC2=O)nc2sc(C)c(C)c2c1=O	4%	.	.	3%	1%	0%	.	-2%	2%	3%
CCc1nnc(NS(=O)(=O)c2ccc(N/C=C(\C=O)c3nc4cc(Cl)ccc4o3)cc2)s1	-2%	?	8%	?	-12%	1%	-6%	-6%	-6%	-43%
COc1ccccc1Nc1nc(-c2sc(NC(=O)CC(C)C)nc2C)cs1	18%	6%	385%[activator]	?	-12%	-6%	-10%	-8%	-7%	-47%
COC(=O)CSc1nnc(COc2cccc3ccccc23)o1	.	16%	7%	0%	-4%	-7%	-8%	-2%	3%	0%
COc1ccc2c(c1OC)C(=O)OC2Nc1nc(-c2cc3ccccc3oc2=O)cs1 (stereo not given)	?	?	?	8.5µM*	0.89µM*	-5%	?	0.45µM*	?	?
Cc1cc(C)cc(N(CC(=O)NCC2CCCO2)C(=O)CCC(=O)Nc2cc(C)on2)c1 (stereo not given)	-24%	13%	-1%	0%	-1%	-1%	14%	0%	-1%	0%
O=C(O)c1ccc2c(c1)-c1nc3ccccc3n1C2=O	1%	-16%	-12%	-17%	1%	4%	-6%	10%	3%	-2%
COc1ccc(N=C2SC(C(=O)O)CC(=O)N2Cc2ccc(OC)c(OC)c2)cc1 (stereo not given)	4%	-5%	3%	0%	-2%	.	19%	0%	-3%	-2%
CC(C)NC(=O)c1ccc2c(c1)N(CC(=O)N1CCCC1)C(=O)C(C)(C)O2	.	8%	-7%	14%	-1%	3%	4%	-3%	0%	2%
CCC1(c2ccc(F)cc2)NC(=O)N(CC(=O)Nc2cccc(S(=O)(=O)N3CCCCC3)c2)C1=O (stereo not given)	-6%	.	.	0%	-8%	-2%	.	-2%	-9%	-56%
CCOc1ccc(C(=O)NC(=S)N2CCN(c3ccc(C(F)(F)F)cc3[N+](=O)[O-])CC2)cc1	2%	0.32µM*	.	-6%	-4%	3%	0.25µM*	-6%	15%	24%
O=C(CN1C(=O)NC2(CCCC2)C1=O)c1ccc(Cl)s1	5%	.	.	-2%	-3%	0%	.	3%	1%	23%
CC(=O)c1ccc(NC(=O)c2ccc(NC(=O)CCS(=O)(=O)c3cccs3)cc2)cc1	9%	-16%	7%	?	-1%	1%	?	-1%	?	91%
CSc1ccc(/C=C/C(=O)OCC(=O)NC(C)C)cc1	7%	2%	?	-12%	0%	6%	3%	3%	-2%	-5%
CC(C)(C)c1cc2ncnc(N3CCCCC3)c2s1	6%	?	-22%	-19%	1%	-2%	-8%	-2%	1%	-10%
COc1ccc(NC(=O)c2sc3nc(N4CCOCC4)c4c(c3c2N)CCCC4)c(OC)c1	8%	-15%	-4%	-1%	-10%	-5%	-4%	-1%	2%	-7%
COC(=O)c1c(NC(=O)COC(=O)c2ccccn2)sc(C)c1C	3%	.	.	3%	-3%	-4%	.	-7%	?	7%
COc1cc(CN2CCC(C(=O)NCCC(C)C)CC2)ccc1OCc1ccccc1	.	4%	-1%	?	?	?	3%	?	?	84%

From PubChem BioAssay
